Neddylation inh: inhibitors of human cullin neddylation | P61081+Q13564 | TR-FRET cullin neddylation, biochemical | calls only at 25 µM | 360,000 compounds, 0.58% hits | AID 651699; in the data active = inhibition above about 36%
SUMO1-SIM PPI: modulators of human SUMO1-mediated protein-protein interactions; SUMO1 binding to a labelled peptide, TR-FRET, 1 h; AID 602429; 360,000 compounds, 0.33% hits; inhibition, % at 20 µM; P63165; in the data active = inhibition above about 37%
CSN inh: blocks human CSN-mediated cullin deneddylation; Q92905; Purified CSN, SCF-Nedd8-OG deneddylation, fluorescence polarization; inhibition, % at 12.5 µM; 360,000 compounds, 0.38% hits; AID 651999;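 active = pattern-corrected inhibition above about 35%, with an unprinted fluorescence ratio check between 0.5 and 1.5, limit read from the data, passing the limit was not always enough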;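 note: 0% = enzyme with substrate and 100% = substrate without enzyme; some results filed as inactive read as strong as hits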
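Assay system: HEK293T-derived human Csn5 enzyme; quantity: 0.24 nM enzyme; medium: Tris/NaCl/DTT buffer, pH 7.5; also added: substrate SCFSkp2-Nedd8OG, 10 nM; doses: 12.5 µM compound; schedule: 90 min reaction at room temperature; signal: FP; read-out: % inhibition of substrate cleavage by Csn5; benchmarks: substrate-only high control, full reaction low control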
NadD inh: NadD (S. aureus) enzyme inhibition | AID 602399 | purified NadD enzyme, colorimetric absorbance read-out | 360,000 compounds, 0.78% hits | inhibition, % at 20 µM; in the data active = inhibition above about 26%; note: some compounds past the cut are filed as inactive
Scp1 inh: Scp-1 (human) phosphatase inhibition; inhibition, % at 20 µM; AID 493091; Recombinant Scp1, phosphopeptide, malachite green phosphate absorbance; 340,000 compounds, 0.88% hits; Q9GZU7;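 active = inhibition above about 50% at 20 µM, limit read from the data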;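 note: plate controls were DMSO wells with enzyme for no effect and wells lacking enzyme for full effect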
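Test system – truncated SCP-1 phosphatase (76-261aa) · Reagent – Phosphorylated 17-residue peptide substrate · Incubation – 45 min room-temperature reaction, 5 min colour, 30 min stabiliser · Detection – colorimetric phosphate reagent with accelerator and stabiliser, absorbance at 630 nm · Measure – % inhibition at 20 µM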
STEP block: inhibitors of human striatal-enriched phosphatase STEP | P54829 | recombinant STEP, OMFP fluorogenic substrate, fluorescence | inhibition, % at 20 µM | 360,000 compounds, 0.25% hits;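 active = inhibition at 20 µM, scaled per plate between control wells, above about 37%, limit read from the data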;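 note: 0% = DMSO with enzyme and substrate and 100% = substrate only without enzyme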
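Material: STEP (striatal-enriched tyrosine phosphatase) enzyme, cell-free; Compound dosing: 20 µM single dose in 1% DMSO; Technique: fluorescence read at 480 nm ex / 540 nm em; Times: reaction 20 min, ambient temperature; Medium: 50 mM Bis-Tris pH 6.0 with 2.5 mM DTT and 0.005% Tween 20; Also added: OMFP at 25 µM.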
Rin1-Abl PPI inh: inhibitors of human Rin1-Abl protein interaction | inhibition, % at 7.35 µM | AID 588664 | 360,000 compounds, 0.4% hits | TR-FRET Rin1/Abl binding, biochemical; in the data active = inhibition above about 5%, passing the limit was not always enough
Rpn11 block: blocks the human proteasome subunit Rpn11; O00487; human 26S proteasome, Ub4-pepOG fluorescence polarization; 20S core pre-blocked with epoxomicin; calls only at 20 µM; 360,000 compounds, 0.59% hits; AID 588493;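 active = inhibition at 20 µM, scaled to each plate's controls, above about 33%, limit read from the data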
LMPTP inh: LMPTP (human) inhibition; 360,000 compounds, 0.22% hits; inhibition, % at 20 µM; AID 651560; P24666; recombinant LMPTP-A, OMFP fluorogenic substrate, fluorescence intensity;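 active = compounds that cut the enzyme signal by at least half of the control window in the single-dose screen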;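 note: plate controls were DMSO wells with enzyme plus substrate for no effect and substrate without enzyme for full effect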
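Material: LMPTP-A; amount: 0.625 nM enzyme; doses: single 20 µM dose; times: reaction 50 min, room temperature, dark; technique: fluorescence intensity of OMFP turnover product; benchmarks: no-enzyme and uninhibited controls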
DNMT1 block: blocks human DNA methyltransferase DNMT1; DNMT1 molecular beacon, Hinp1I cleavage, fluorescence; AID 588458; inhibition (reported as % activation of signal), % at 10 µM; 360,000 compounds, 0.83% hits; in the data active = inhibition above about 50%
Target sequence (P26358 504-1616 limits assumed): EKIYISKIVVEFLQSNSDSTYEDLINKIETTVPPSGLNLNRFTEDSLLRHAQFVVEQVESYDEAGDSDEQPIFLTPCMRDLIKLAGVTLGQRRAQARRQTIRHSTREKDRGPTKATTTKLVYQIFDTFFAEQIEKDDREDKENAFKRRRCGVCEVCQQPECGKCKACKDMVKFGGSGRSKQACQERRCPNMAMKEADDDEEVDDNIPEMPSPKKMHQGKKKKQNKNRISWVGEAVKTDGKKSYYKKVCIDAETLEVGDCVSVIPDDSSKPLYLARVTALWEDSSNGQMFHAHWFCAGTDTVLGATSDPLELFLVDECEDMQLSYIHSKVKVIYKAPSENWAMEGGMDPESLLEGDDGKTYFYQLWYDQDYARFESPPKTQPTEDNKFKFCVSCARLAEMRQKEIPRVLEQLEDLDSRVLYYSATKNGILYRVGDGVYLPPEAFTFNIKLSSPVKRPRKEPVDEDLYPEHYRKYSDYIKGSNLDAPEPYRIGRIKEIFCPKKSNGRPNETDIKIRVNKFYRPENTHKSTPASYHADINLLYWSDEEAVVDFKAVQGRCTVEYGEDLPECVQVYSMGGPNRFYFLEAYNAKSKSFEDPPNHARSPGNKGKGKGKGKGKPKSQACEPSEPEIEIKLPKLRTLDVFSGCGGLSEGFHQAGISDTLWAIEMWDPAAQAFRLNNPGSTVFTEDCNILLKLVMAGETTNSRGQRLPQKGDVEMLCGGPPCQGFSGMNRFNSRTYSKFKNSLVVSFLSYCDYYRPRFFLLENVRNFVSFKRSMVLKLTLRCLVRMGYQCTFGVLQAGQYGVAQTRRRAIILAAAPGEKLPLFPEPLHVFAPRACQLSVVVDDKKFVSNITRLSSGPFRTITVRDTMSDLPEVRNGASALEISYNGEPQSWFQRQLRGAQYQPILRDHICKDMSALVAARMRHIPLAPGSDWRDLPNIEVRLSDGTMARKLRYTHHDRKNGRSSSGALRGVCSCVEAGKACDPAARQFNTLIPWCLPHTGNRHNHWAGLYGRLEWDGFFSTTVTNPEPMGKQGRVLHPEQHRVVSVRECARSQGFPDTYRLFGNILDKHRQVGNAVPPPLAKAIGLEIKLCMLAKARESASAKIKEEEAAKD
An asterisk follows results filed as active; i = inactive; . = not tested or not shown; + = active, no number.

Rin1-Abl PPI inh	STEP block	Rpn11 block	Scp1 inh	SUMO1-SIM PPI	NadD inh	Neddylation inh	LMPTP inh	CSN inh	DNMT1 block	molecule
3	0	i	-3	-2	-6	i	-0.6	-3	2	CC(=O)C1C(c2ccc(Cl)cc2)c2c(noc2C)CC1(C)O (stereo not given)
2	-1	i	-8	-2	-9	i	0.2	3	1	CC(C)(C)NC(=O)C(OC(=O)c1cccs1)c1ccccc1 (stereo not given)
0	0	i	4	-9	5	i	-0.2	-1	0	O=C(Nc1ccc2c(c1)OCO2)c1ccc2c(c1)S(=O)(=O)c1ccccc1C2=O
0	0	i	.	4	-5	i	1.5	-4	-13	CCOC(=O)C1=CCN(S(=O)(=O)c2ccc(C)cc2)C1c1ccc(Cl)c(Cl)c1 (stereo not given)
-6	9	.	-14	-29	1	i	4.0	33	-7	CCN1C/C(=C/c2ccc(N3CCOCC3)cc2)C(=O)/C(=C/c2ccc(N3CCOCC3)cc2)C1
-51	4	i	-8	-8	-5	i	0.0	10	-11	CCOC(=O)c1sc2ncnc(NCC(c3cccs3)N(C)C)c2c1C (stereo not given)
0	4	i	-10	0	-10	i	0.9	3	-6	CN(C)S(=O)(=O)N(CC(=O)Nc1ccc2ccccc2c1)c1ccccc1
-1	-2	i	-8	-1	-5	i	-1.2	4	1	CSc1ncc(Cl)c(C(=O)NCc2ccc3c(c2)OCO3)n1
1	3	i	-4	1	2	i	-0.2	-6	0	Cc1csc(SCC(=O)NC(=O)NCCC(C)C)n1
.	.	.	.	2	5	i	3.0	-5	.	CC(C)C[C@@H](COCc1cccc(C(F)(F)F)c1)N1CCN(C(=O)c2ccc(C(F)(F)F)cc2)CCC1=O
-1	-2	i	-6	-5	-1	i	0.4	-6	7	CC1(C)C(=O)Nc2ccccc2N1C(=O)COC(=O)CCSc1ccccc1
-1	2	i	2	1	-4	i	6.9	-2	-6	COc1ccc(OCC(=O)Nc2cc(-c3nn(C)c(=O)c4ccccc34)ccc2OC)cc1
5	-2	i	1	0	-5	i	-1.9	0	-2	CN(C)CCCN(C(=O)c1ccco1)c1nc2cc3c(cc2s1)OCO3
1	-2	i	-6	1	-6	i	-1.5	4	2	CCn1c(CNC(=O)c2ccco2)nnc1SCC(=O)Nc1cc(F)ccc1C
0	3	i	-3	-8	-5	+	0.4	-1	1	Cc1nc(N2CCN(C(=O)c3ccco3)CC2)c(C#N)c2c1CCCC2
1	4	i	1	1	-4	i	3.2	-5	0	COc1cccc(/C(C)=N/Nc2ccc(S(=O)(=O)N3CCCCC3)cn2)c1
-2	0	i	-5	-4	6	i	5.9	-1	-7	O=C(Cc1ccccc1)N/N=C/c1ccccc1OCc1ccc(Cl)cc1
0	-3	i	-8	-1	-4	i	0.0	0	4	CC(C)C[C@H](NC(=O)Nc1cccc(C(F)(F)F)c1)C(=O)O
1	4	i	-3	-18	5	i	1.3	6	-10	COC(=O)CCCC1=CC2=CC(=O)C(C)(OC(=O)c3cccs3)C(=O)C2=CN1CC1CC1 (stereo not given)
-1	2	i	-4	4	5	i	0.9	-4	1	COc1cccc(N2CCN(C(=O)C3CCN(S(=O)(=O)c4ccc5c(c4)oc(=O)n5C)CC3)CC2)c1
-2	-3	i	-14	2	25	i	1.7	28	-1	Cc1cccc([C@@H]2[C@@H]3C(=O)N(Cc4ccccc4)C(=O)[C@@H]3[C@]3(Cc4ccc(Cl)cc4)C(=O)N(c4ccc(Br)cc4)C(=O)N23)c1
0	26	i	65*	19	-1	i	15	26	97*	O=C(/C=C/c1ccco1)N(c1ccccn1)c1ccccn1
-2	-1	i	10	1	-4	i	-5.8	4	-4	CC1(C)CC(=O)C(C=Nc2ccc3[nH]ncc3c2)=C(O)C1
2	0	i	-3	-15	-3	i	-1.8	-9	1	O=C(OC1CCCCC1=O)c1cc(Cl)ccc1[N+](=O)[O-] (stereo not given)
1	-3	i	-7	4	-4	i	-4.2	3	-1	COc1ccc(OCCCC(=O)Nc2cccnc2)cc1

Gathered by group: the compounds so far containing four or more nitrogen atoms (5)
Rin1-Abl PPI inh	STEP block	Rpn11 block	Scp1 inh	SUMO1-SIM PPI	NadD inh	Neddylation inh	LMPTP inh	CSN inh	DNMT1 block	molecule
-51	4	i	-8	-8	-5	i	0.0	10	-11	CCOC(=O)c1sc2ncnc(NCC(c3cccs3)N(C)C)c2c1C (stereo not given)
1	-2	i	-6	1	-6	i	-1.5	4	2	CCn1c(CNC(=O)c2ccco2)nnc1SCC(=O)Nc1cc(F)ccc1C
0	3	i	-3	-8	-5	+	0.4	-1	1	Cc1nc(N2CCN(C(=O)c3ccco3)CC2)c(C#N)c2c1CCCC2
1	4	i	1	1	-4	i	3.2	-5	0	COc1cccc(/C(C)=N/Nc2ccc(S(=O)(=O)N3CCCCC3)cn2)c1
-1	2	i	-4	4	5	i	0.9	-4	1	COc1cccc(N2CCN(C(=O)C3CCN(S(=O)(=O)c4ccc5c(c4)oc(=O)n5C)CC3)CC2)c1

Continuation.
Rin1-Abl PPI inh	STEP block	Rpn11 block	Scp1 inh	SUMO1-SIM PPI	NadD inh	Neddylation inh	LMPTP inh	CSN inh	DNMT1 block	molecule
2	4	i	-9	1	-4	i	-1.4	-3	5	CCc1ccc(-n2c(=O)c3c(C)c(C)sc3n(CC(=O)NCC3CCCO3)c2=O)cc1 (stereo not given)
-3	-4	i	0	1	-5	i	-1.7	-5	0	Cc1ccc2c(c1)N(CC(=O)NCCCN1CCOCC1)C(=O)c1cccnc1O2
2	0	i	.	-21	-3	i	-0.8	4	-3	COc1ccc(/C=C2\SC(=S)N(CCC(=O)N3CCOCC3)C2=O)cc1OC
-1	-1	i	-3	3	-2	i	-0.3	1	2	O=C(CCNS(=O)(=O)c1ccccc1)NNC(=O)c1cccc(Cl)c1
-3	3	i	-5	-3	2	i	-0.1	0	3	Cc1ccc(C(=O)N/C(=C\c2cccs2)C(=O)N2CCOCC2)cc1C
0	0	i	-6	-3	0	i	-0.2	-1	-6	CO/N=C\CC(=O)Nc1ccc(Cl)c(Cl)c1
-9	0	i	9	-13	-2	i	-1.4	-3	1	CCOC(=O)c1c(/N=C/C2=C(O)CC(C)(C)CC2=O)sc(C(C)=O)c1C
-1	-2	i	2	-27	3	i	0.8	-4	1	CCN(Cc1ccncc1)C(=O)c1ccc2c(c1)S(=O)(=O)c1ccccc1C2=O
1	2	i	-4	11	1	i	-0.9	-1	-8	COc1ccc(-n2c(SCC(=O)Nc3ccc(NC(C)=O)cc3)nc3ccccc3c2=O)cc1
-1	4	i	-9	1	-3	i	-0.2	-6	-3	O=C(CCC(=O)OCC(=O)c1ccc(Cl)cc1)NC1CCCCC1
-2	-1	i	1	1	0	i	-0.9	-7	-1	Cc1cc(S(=O)(=O)N2CCCCC2CCNC(=O)C(=O)NCc2cccnc2)ccc1F (stereo not given)
-1	3	i	-7	0	-5	i	-0.5	5	2	Cc1ccc(C(C(=O)NC(C)(C)C)N(CCCN2CCOCC2)C(=O)c2ccc(-c3ccccc3)[nH]2)o1 (stereo not given)
1	4	i	-5	-4	-7	i	-0.8	2	4	CCOc1ccccc1C(=O)OCC(=O)NCCc1ccc(OC)cc1
-1	-1	i	-5	-6	-5	i	-1.1	6	-3	COc1cc(NC(=O)Cn2c([N+](=O)[O-])cnc2C)c(OC)cc1Cl
2	9	i	46	3	0	i	6.0	-2	12	COc1cc(/C=C/c2[nH]c(=O)[nH]c(=O)c2[N+](=O)[O-])cc([N+](=O)[O-])c1O
-2	1	i	-1	-2	-7	i	0.3	7	-2	CCC(=O)n1nc(-c2ccc(Cl)cc2)nc1N
2	3	i	-1	-2	4	i	1.6	1	-14	Cc1cc(/C=N/NC(N)=S)c(C)n1-c1ccc(Cl)cc1
-1	4	i	6	3	9	i	0.0	-8	6	CCOc1ccccc1-c1cc(-c2n[nH]c(=S)n2CC)c2ccccc2n1
0	2	i	-5	26	-4	i	-0.6	3	-3	CCC1CCC2(CC1)NC(=O)N(CC(=O)Nc1cc(C)on1)C2=O (stereo not given)
2	4	i	-5	2	-6	i	-0.4	0	-2	Cc1cccc(NC(=O)CCCCCN2C(=O)[C@@H]3Cc4ccccc4CN3C2=O)c1
3	-1	i	3	7	3	i	0.9	8	-2	COc1cc(NC(=O)CN2C(=O)c3ccccc3Sc3ccc(C(=O)N4CCOCC4)cc32)cc(OC)c1OC
3	-5	i	3	1	-3	i	-1.7	-1	1	CCC(=O)Nc1nnc(SCCOC)s1
1	0	i	.	3	5	i	1.8	1	-7	CC(=O)Nc1ccc(-c2ccnc3c2CC(C(=O)Nc2ccc(C(C)C)cc2)O3)cc1 (stereo not given)
-1	0	i	-2	-1	2	i	-2.1	2	1	O=C(CS(=O)(=O)Cc1ccccc1)N1CCN(c2ccccc2F)CC1
-4	-1	i	3	3	-3	i	0.2	5	1	Cc1cc(NS(=O)(=O)c2ccc(NC(=O)/C=C/c3ccco3)cc2)nc(C)n1

Continued.
Rin1-Abl PPI inh	STEP block	Rpn11 block	Scp1 inh	SUMO1-SIM PPI	NadD inh	Neddylation inh	LMPTP inh	CSN inh	DNMT1 block	molecule
3	4	i	-7	1	4	i	-1.7	-1	7	CCOc1ccccc1OCCCCN1CCCC1
-1	5	i	-2	-1	1	i	-1.7	-5	-2	Cc1nc2ccc(NC(=O)NCCO)cc2s1
2	-3	i	1	0	2	i	0.2	-3	-6	COc1cc(NC(=O)c2cc(C)nc3ccccc23)cc(OC)c1OC
-1	-1	i	3	-5	13	i	0.9	4	-17	COc1cccc(N2CCN(C(=O)c3cc4ccc(OC)cc4[nH]3)CC2)c1
-3	8	i	-14	-7	-3	i	-0.8	1	2	COc1ccccc1NC(=O)/C(=C\c1cccs1)NC(=O)c1ccco1
